Y pestis TopoI: blocks Yersinia pestis topoisomerase I activity; Y. pestis Topo-I cleavage product accumulation, plate reader; activity, % at 10 µM; hit rate 0.064% among 360,000; AID 504884; in the data active means activity above about 50%, passing the limit was not always enough; further: inactives centre near 2
VHR inh abs: blocks human VHR1 dual specificity phosphatase; recombinant VHR phosphatase, pNPP absorbance; P51452; inhibition, % at 13.3 µM; hit rate 0.52% among 290,000; in the data active means inhibition above about 50%; further: some compounds called inactive have numbers as strong as hits
Target sequence (P51452 whole entry, looked up): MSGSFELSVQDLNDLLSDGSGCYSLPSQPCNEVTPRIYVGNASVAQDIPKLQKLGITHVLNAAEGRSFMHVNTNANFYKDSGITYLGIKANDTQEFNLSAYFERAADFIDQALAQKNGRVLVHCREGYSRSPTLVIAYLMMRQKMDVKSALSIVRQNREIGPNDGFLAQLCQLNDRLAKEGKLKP
CCHF vOTU inh: CCHFV vOTU protease inhibition; Pep-AMC fluorescence; inhibition, % at 11.5 µM; hit rate 0.55% among 370,000; in the data active means inhibition above about 30%; further: 0% = vehicle wells with enzyme and 100% = no enzyme wells
SSB-PriA inh: blocks PriA binding to SSB C-terminal tail; AID 1272365; hit rate 0.6% among 430,000; AlphaScreen SSBct-PriA binding, biotinylated peptide; inhibition, % at 33 µM; in the data active means inhibition mostly above about 37%, no sharp cut-off; inactive means mostly below about 20%;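 further: plate controls were negative control peptide for no effect and reference peptide for full effect; strong numbers were not always called active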
TcdB inh: blocks C. difficile toxin B glycohydrolase activity; P18177; TcdB glycohydrolase enzymatic assay, plate reader; inhibition, % at 9.99 µM; hit rate 0.24% among 350,000; AID 652162; in the data active means inhibition above about 10%
Rv3671c protease: inhibits the M. tuberculosis serine protease Rv3671c. P9WHR9. inhibition, % at 5.96 µM. hit rate 0.048% among 320,000. AID 2606; in the data active means inhibition above about 38%;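 further: extracellular domain of Rv3671c used as enzyme; 0% = enzyme with DMSO and 100% = no enzyme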
Target sequence (P9WHR9 whole entry, looked up, the tested form may be a part): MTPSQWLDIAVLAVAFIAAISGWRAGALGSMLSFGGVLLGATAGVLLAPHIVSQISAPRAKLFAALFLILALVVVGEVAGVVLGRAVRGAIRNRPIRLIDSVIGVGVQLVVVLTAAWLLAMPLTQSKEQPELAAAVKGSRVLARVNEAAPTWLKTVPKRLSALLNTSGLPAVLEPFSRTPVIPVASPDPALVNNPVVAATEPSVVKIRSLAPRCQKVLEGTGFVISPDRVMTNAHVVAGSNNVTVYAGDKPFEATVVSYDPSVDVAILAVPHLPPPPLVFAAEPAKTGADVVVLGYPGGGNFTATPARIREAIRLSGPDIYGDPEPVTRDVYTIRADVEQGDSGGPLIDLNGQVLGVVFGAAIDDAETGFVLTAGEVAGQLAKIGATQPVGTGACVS
PrPC TRFRET: cell surface PrPC inhibition, primary TR-FRET screen | P04156 | hit rate 0.43% among 370,000 | TR-FRET read-out | inhibition, % at 13.8 µM; in the data active means inhibition above about 24%; further: 0% = median of the test wells and 100% = reference compound wells
MazEF act: MazEF (E. coli) toxin RNase activation | activation, % at 20 µM | AID 504720 | FAM/BHQ RNA-DNA oligo cleavage fluorescence, 5 h | hit rate 0.32% among 350,000 | P0AE70; in the data active means activation above about 50%
Target sequence (P0AE70 whole entry, looked up): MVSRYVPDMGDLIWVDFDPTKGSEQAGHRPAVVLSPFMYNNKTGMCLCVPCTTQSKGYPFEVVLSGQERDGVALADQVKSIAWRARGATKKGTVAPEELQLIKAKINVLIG
SARS 3CLpro inh: SARS-CoV 3CLpro protease inhibition | P0C6X7 | recombinant SARS-CoV 3CLpro, quenched FRET peptide cleavage | inhibition, % at 6 µM | hit rate 0.14% among 290,000; in the data active means inhibition above about 12%
BH1578 lux ind: inducers of Vibrio cholerae quorum light production without autoinducers. V. cholerae BH1578 lux reporter, luminescence, 6 h. activation, % at 18.7 µM. hit rate 0.16% among 350,000. AID 588436; in the data active means activation mostly above about 9.7%, no sharp cut-off; further: not every result past the cut was called active; inactives centre near 0; reference of the scale not given here
Starred values were filed as active, the others as inactive; i = inactive; · = not tested or not shown; & = joins results of further samples.

nr	SMILES	Y pestis TopoI	VHR inh abs	CCHF vOTU inh	SSB-PriA inh	TcdB inh
1	Cc1noc(C)c1CSCC(=O)Nc1ccc(OC(F)F)c(Cl)c1	5	·	6	-16	2.3
2	O/N=C1\CCCCc2ccccc21	5	-22	-14	·	·
3	CN1CC2(C)OC(=O)C(Cl)=C2CC1c1ccccc1 (configuration not stated)	1	-5	-7	-18	·
4	O=C(NCC(c1ccco1)N1CCc2ccccc21)c1cccc(F)c1 (configuration not stated)	-4	·	-5	-1	-1.5
5	CCCN1CCN(C(=O)CN2C(=O)COc3ccc(S(=O)(=O)N(CC)CC)cc32)CC1	-7	-20	-8	-9	1.6
6	COc1ccc(CCc2nnc(CCC(=O)N(C)Cc3ccncc3C)o2)cc1	2	8	2	-9	-0.2
7	O=C(Nc1ccc(C(=O)N2CCN(c3ccccc3F)CC2)cc1)C1=CSCCO1	13	15	-1	-8	1.6
8	C[C@@H]1CC=C[C@H]2[C@H]1C(=O)N(Cc1ccccc1)[C@H]2c1ccc(F)c(-c2ccc(N(C)C)cc2)c1	-13	-23	3	13	-0.4
9	Cc1ccccc1-c1nc(CN(C)C(C)c2ccon2)c(C)o1 (configuration not stated)	11	16	14	-3	-0.5
10	COc1cccc(C(O)c2ncc(-c3ccc4ccccc4c3)[nH]2)c1 (configuration not stated)	-6	·	2	·	-12
11	CC(C)CCn1c(O)c(N=NC(=O)Cn2ccc(C(F)(F)F)n2)c2ccccc21	-5	-13	-2	-5	·
12	CCCn1c(N2CCN(CC(=O)NCc3cccs3)CC2)nc2ccccc21	10	-4	-7	-3	·

nr	Rv3671c protease	PrPC TRFRET	MazEF act	SARS 3CLpro inh	BH1578 lux ind
1	1	4	-1	·	-1.4
2	0	-6	4	1	-7.1
3	-1	7	1	0	-0.2
4	0	4	-7	·	-3.7
5	6	-10	5	-4	-0.4
6	0	-1	-5	-3	·
7	1	5	2	3	-2.0
8	4	-3	-10	·	-2.2
9	6	6	9	-2	-0.1
10	·	14	·	·	0.9
11	1	8	-3	2	6.2
12	-2	-13	7	-5	i

In another format: results already given
No.	mol	Y pestis TopoI	VHR inh abs	CCHF vOTU inh	SSB-PriA inh	TcdB inh	Rv3671c protease	PrPC TRFRET	MazEF act	SARS 3CLpro inh	BH1578 lux ind
1	Cc1noc(C)c1CSCC(=O)Nc1ccc(OC(F)F)c(Cl)c1	5	·	6	-16	2.3	1	4	-1	·	-1.4
2	O/N=C1\CCCCc2ccccc21	5	-22	-14	·	·	0	-6	4	1	-7.1
3	CN1CC2(C)OC(=O)C(Cl)=C2CC1c1ccccc1 (configuration not stated)	1	-5	-7	-18	·	-1	7	1	0	-0.2
4	O=C(NCC(c1ccco1)N1CCc2ccccc21)c1cccc(F)c1 (configuration not stated)	-4	·	-5	-1	-1.5	0	4	-7	·	-3.7
5	CCCN1CCN(C(=O)CN2C(=O)COc3ccc(S(=O)(=O)N(CC)CC)cc32)CC1	-7	-20	-8	-9	1.6	6	-10	5	-4	-0.4
6	COc1ccc(CCc2nnc(CCC(=O)N(C)Cc3ccncc3C)o2)cc1	2	8	2	-9	-0.2	0	-1	-5	-3	·
7	O=C(Nc1ccc(C(=O)N2CCN(c3ccccc3F)CC2)cc1)C1=CSCCO1	13	15	-1	-8	1.6	1	5	2	3	-2.0
8	C[C@@H]1CC=C[C@H]2[C@H]1C(=O)N(Cc1ccccc1)[C@H]2c1ccc(F)c(-c2ccc(N(C)C)cc2)c1	-13	-23	3	13	-0.4	4	-3	-10	·	-2.2
9	Cc1ccccc1-c1nc(CN(C)C(C)c2ccon2)c(C)o1 (configuration not stated)	11	16	14	-3	-0.5	6	6	9	-2	-0.1
10	COc1cccc(C(O)c2ncc(-c3ccc4ccccc4c3)[nH]2)c1 (configuration not stated)	-6	·	2	·	-12	·	14	·	·	0.9
11	CC(C)CCn1c(O)c(N=NC(=O)Cn2ccc(C(F)(F)F)n2)c2ccccc21	-5	-13	-2	-5	·	1	8	-3	2	6.2
12	CCCn1c(N2CCN(CC(=O)NCc3cccs3)CC2)nc2ccccc21	10	-4	-7	-3	·	-2	-13	7	-5	i

(more compounds)
nr	SMILES	Y pestis TopoI	VHR inh abs	CCHF vOTU inh	SSB-PriA inh	TcdB inh
13	Cn1nc([N+](=O)[O-])nc1Sc1ccc(C(C)(C)C)cc1	-3	24	12	-2	·
14	CCNc1nc(NCC)nc(Oc2ccc(OCc3ccccc3)nn2)n1	·	33	-3	·	1.6
15	Cc1ccc(Nc2nc(N)nc(CSC(=S)N3CCOCC3)n2)c(C)c1	5	2	-12	10	1.0
16	CCOc1ccc(/C(C)=N/N2C(=O)C(CC(=O)Nc3ccc(OC)cc3[N+](=O)[O-])SC2=Nc2cccc(C)c2C)cc1 (configuration not stated)	-6	-14	-7	·	-1.9
17	COc1cccc(=O)c2c(C)n(-c3cc(C)cc(C)c3)c(C)c12	5	4	13	3	·
18	CC(=O)c1cccc(NC(=O)CN(c2ccc(F)cc2)S(C)(=O)=O)c1	4	15	9	-12	0.6
19	COc1ccc(Br)cc1C(=O)Nc1cccc(NC(=O)c2ccco2)c1	11	-16	-1	-1	·
20	Cc1cccc(OC(C)C(=O)NC2CCS(=O)(=O)C2)c1C (configuration not stated)	0	-7	·	-10	·
21	Cc1ccc2c(c1)CCCN2C(=O)c1cc2ccccc2oc1=O	3	6	-9	8	1.2
22	COc1ccc(/C=C/C(=O)C23CC4CC(CC(C4)C2)C3)cc1CN1CCOCC1	43	-11	0	16	-0.6
23	Cc1ccc(-c2nc3s/c(=C\c4ccco4)c(=O)n3n2)cc1	1	29	18	·	·
24	O=C(CCn1nnnc1CN1CCOCC1)N1CCC(c2cccc(Cl)c2)C1 (configuration not stated)	5	2	-8	5	0.7

nr	Rv3671c protease	PrPC TRFRET	MazEF act	SARS 3CLpro inh	BH1578 lux ind
13	3	-22	-21	-1	9.8
14	-1	3	·	-3	·
15	-5	-2	-2	2	-3.3
16	-4	-2	2	3	i
17	3	1	-10	4	i
18	3	-2	2	2	·
19	-45	-5	-8	-3	-0.3
20	-8	·	0	-1	23
21	-5	8	3	8	0.0
22	1	3	-9	-1	-0.3
23	-4	-2	-8	5	-1.8
24	5	5	1	-1	i

Later entries:
nr	SMILES	Y pestis TopoI	VHR inh abs	CCHF vOTU inh	SSB-PriA inh	TcdB inh
25	O=C(Nc1ccccc1)N(Cc1ccc2c(c1)OCO2)Cc1nc2ccccc2c(=O)[nH]1	3	4	-2	2	·
26	O=C(COC(=O)c1cc([N+](=O)[O-])ccc1N1CCOCC1)c1ccc(OC(F)F)cc1OC(F)F	-5	·	17	1	1.4
27	COC(=O)[C@H](C)N(Cc1ccc(Cl)c(Cl)c1)S(=O)(=O)CCN1CCCC1	-2	·	-10	-3	-0.3
28	CCOC(=O)c1ccc(N=C(C)c2c(O)[nH]c(=O)[nH]c2=O)cc1	6	4	-12	-21	0.0
29	O=C1OC(c2ccccc2)=C/C1=C/N1CCOCC1	4	9	-27	-12	0.4
30	Cc1cccnc1NC(=O)C(c1ccccc1)c1ccccc1	-5	-20	12	-16	-0.1
31	CC(C)Nc1c([N+](=O)[O-])c(=O)oc2ccccc12	-5	41	0	-13	0.8
32	C/C(=N\NC(=O)C1CC1c1ccccc1)c1cccc([N+](=O)[O-])c1 (configuration not stated)	3	18	8	·	·
33	O=C1C2CCCN2C(=S)N1C1CCCCC1 (configuration not stated)	-1	15	3	-16	-0.1
34	O=C(CCNS(=O)(=O)c1cccs1)N1CCCCCC1	0	3	4	-7	·
35	COc1ccc(NC(=O)COc2ccc(C)cc2)c([N+](=O)[O-])c1	·	8	-6	-9	1.1
36	O=C(O)CNCC1COc2ccccc2O1 (configuration not stated)	5	15	-8	-23	·

nr	Rv3671c protease	PrPC TRFRET	MazEF act	SARS 3CLpro inh	BH1578 lux ind
25	-7	2	0	-2	i
26	-2	-4	-6	·	i
27	·	0	8	·	i
28	-13	7	5	4	-1.3
29	7	-5	3	3	i
30	1	7	5	-2	-0.2
31	-5	-12	7	-2	-0.4
32	-1	2	3	-1	i
33	-5	0	0	-1	-0.5
34	4	-4	4	-5	-3.6
35	0	7	29	7	·
36	2	2	7	-1	1.6

Following part.
nr	SMILES	Y pestis TopoI	VHR inh abs	CCHF vOTU inh	SSB-PriA inh	TcdB inh
37	COc1cc2[nH]c(C(=O)NCc3ccccc3)cc2c(OC)c1OC	1	18	-19	1	-0.2
38	CCN(CC(=O)NCc1ccc(Cl)cc1)C(=O)CSc1ccccc1	10	·	9	-11	-0.7
39	O=C(NCCN1CCOCC1)c1cccc(S(=O)(=O)N2CCCCC2)c1	8	35	2	7	0.3
40	C=CCn1c(=S)sc2c(=O)[nH]c(C)nc21	-1	10	-2	-11	-0.5
41	CC(C)(C)NC(=O)Cn1c(=O)n(CC(=O)NC(C)(C)C)c2ccccc21	-12	14	14	-1	-0.1
42	O=C(CSc1nc(=O)[nH]c2c1CCCC2)Nc1cc(C(F)(F)F)cc(C(F)(F)F)c1	-4	·	-1	7&-18	2.4
43	CC(=O)N1CCCc2cc(S(=O)(=O)N3CCCC(C(=O)Nc4cccc(C)c4)C3)ccc21 (configuration not stated)	25	54*	8	7	-2.2
44	COc1ccccc1NC(=O)c1ccc(C(=O)Nc2ccccc2OC)nc1	-14	16	-2	3	1.7
45	CC1CC(C)CN(C(=O)COC(=O)c2ccc3ccccc3n2)C1 (configuration not stated)	-6	·	8	4	3.0
46	Cc1cc(C)n(-c2nc3ccccc3nc2Nc2ccc3c(c2)OCO3)n1	-14	-16	-5	-69	-0.9
47	COCCNC(=O)N1[C@H]2CC[C@@H]1C(C(=O)OC)=C(c1ccc(OC)c(OC)c1)C2	1	·	-9	-17	5.7
48	COc1ccc(CCNC(=O)C2(C)CCC(=O)N2Cc2ccc(C)cc2)cc1OC (configuration not stated)	-5	-1	-6	-17	0.4

nr	Rv3671c protease	PrPC TRFRET	MazEF act	SARS 3CLpro inh	BH1578 lux ind
37	3	5	0	-1	-0.3
38	0	10	1	·	39*
39	-2	0	0	4	i
40	-3	0	-1	-1	-0.6
41	-5	6	-2	5	i
42	6	5	-6	·	-6.2
43	-2	13	2	-2	-3.7
44	2	0	53*	-1	i
45	-10	0	9	·	2.0
46	-1	1	-8	-1	-0.2
47	2	-4	7	·	-1.2
48	2	-7	2	2	i

(cont.)
nr	SMILES	Y pestis TopoI	VHR inh abs	CCHF vOTU inh	SSB-PriA inh	TcdB inh
49	CN1CCN(c2ccc(CNC(=O)c3cc4ccccc4o3)cc2)CC1	-3	18	2	-2	0.4
50	CSc1ncccc1C(=O)Nc1ccncc1	7	34	10	0	0.1
51	C[C@@H]1CN([C@@H](C)CO)C(=O)c2cc(Br)cnc2O[C@H]1CN(C)S(=O)(=O)c1cccs1	10	·	-8	·	1.0&-1.7
52	CC(C)OC(=O)CSc1nnnn1-c1ccc2c(c1)OCCO2	-2	24	5	-1	·
53	S=C(NCCCN1CCOCC1)N1CCN(c2nc(-c3ccccc3)cs2)CC1	13	-4	-16	15	2.1
54	CCC(=O)Nc1nonc1-c1nc2ccccc2n1Cc1cccc2ccccc12	-2	3	0	-12	·
55	Cc1cc(C)cc(NC(=O)C2(c3cccs3)CCOCC2)c1	5	2	-6	-21	3.2
56	NC(=O)c1ccccc1NC(=O)Cc1cccs1	0	-4	1	6	0.7
57	CCOC(=O)Cn1c(=O)oc2cc(S(=O)(=O)NCCc3ccc(OCC)c(OCC)c3)ccc21	22	3	-8	2	·
58	Cc1cc(C)c(S(=O)(=O)c2ccccc2)c(OC(=O)c2c(Cl)cccc2Cl)n1	25	3	1	7	·

nr	Rv3671c protease	PrPC TRFRET	MazEF act	SARS 3CLpro inh	BH1578 lux ind
49	5	-9	4	-1	i
50	-5	-1	0	3	i
51	·	-7	4	·	-0.5
52	-2	-7	7	0	i
53	-1	0	-2	-5	-0.2
54	-29	12	-2	5	i
55	1	1	5	2	-0.2
56	7	-5	4	-1	i
57	-5	4	-7	-4	-1.8
58	-12	4	4	2	i

Bioassay records deposited in PubChem by several laboratories.

The list is partial; count on the stated rates, not on these rows.
